VIM-2 inhibitor = VIM-2 metallo-beta-lactamase inhibitors, primary screen, biochemical, epi-absorbance readout, Pseudomonas aeruginosa enzyme. purified VIM-2, nitrocefin hydrolysis, epi-absorbance fluorescence. inhibition, % at 5.6 µM. 290,000 compounds, 0.89% hits;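 active = inhibition above the mean of all tested compounds plus 3 SD, cutoff set per screening run, cut at about 7.5% in these data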;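 also: red hydrolysis product quenches plate fluorescence so inhibitors raise well fluorescence; 0% = enzyme with DMSO and 100% = DMSO without enzyme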
MEKK2 mut-MEK5 = MEK5 binding signal on mutant MEKK2 PB1, primary screen, biochemical, multiplex bead flow cytometry, Alexa488-MEK5 | Alexa488-MEK5 binding to MEKK2 mutant | percent response, % at 10 µM | 290,000 compounds, 0.35% hits | AID 1530, 2009; in the data active = percent response above about 24%, passing the limit was not always enough; also: inactives centre near 1; some results filed as inactive read as strong as hits
MEKK2wt PB1 HTS = modulators of MEK5 binding to wildtype MEKK2, primary screen, biochemical, multiplex bead flow cytometry, Alexa488-MEK5; Mitogen-activated protein kinase kinase kinase 2 (Homo sapiens), Q9Y2U5; Alexa488-MEK5 binding to MEKK2 WT; actives lie on both sides; binding response (% of control), % at 10 µM; 290,000 compounds, 1.1% hits; in the data active = binding response below about 67% or above about 130%
IMP-1 inh = IMP-1 metallo-beta-lactamase inhibitors, primary screen, biochemical, epi-absorbance readout, Pseudomonas aeruginosa enzyme. purified IMP-1, nitrocefin hydrolysis, epi-absorbance fluorescence. AID 1556, 2009. inhibition, % at 5.6 µM. metallo-beta-lactamase IMP-1 (Pseudomonas aeruginosa). 290,000 compounds, 0.45% hits;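 active = inhibition above the mean plus 3 SD of all compounds in the same screening run, cut at about 4.5% in these data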;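 also: 0% = IMP-1 with DMSO and 100% = DMSO wells lacking enzyme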
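assay system = purified recombinant IMP-1 metallo-beta-lactamase enzyme | schedule = 15 min preincubation plus 25 min reaction at 25 °C | signal = Epi-absorbance fluorescence, 480 nm excitation, 530 nm emission | read-out basis = percent inhibition from optical density relative to buffer-blank wells | controls = IMP-1 with DMSO as 0%, enzyme-free DMSO as 100%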
HCV NS3 hel inh = inhibitors of HCV NS3 helicase, primary screen, biochemical, Cy5 molecular beacon fluorescence; 290,000 compounds, 0.56% hits; inhibition, % at 10.9 µM; NS3 helicase DNA unwinding; Hepatitis C virus NS3 helicase; AID 1800, 2009;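 active = inhibition above the mean of all tested compounds plus 3 SD, set per campaign, cut at about 35% in these data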;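 also: 0% = DMSO wells and 100% = thioflavine S control wells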
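Measured by: Cy5 fluorescence, 0 and 60 min reads / Assay system: NS3 helicase fragment of HCV / Control set: low DMSO, high thioflavine S at 110 µM / Times: 1 h reaction at 25 °C, ATP-initiated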
M18AAP inhibitor = PfM18AAP inhibitors, malaria aminopeptidase, primary screen, biochemical, QFRET, recombinant enzyme; inhibition, % at 7.35 µM; AID 1822, 2009; M18 aspartyl aminopeptidase (Plasmodium falciparum 3D7); 290,000 compounds, 1.2% hits; H-Glu-NHMec fluorogenic cleavage;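 active = inhibition above the campaign mean inhibition over all tested compounds plus 3 SD, cut at about 28% in these data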;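 also: 0% = plate median of test compound wells and 100% = 2 mM ZnCl2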
FID counter = compounds displacing fluorescent DNA intercalator, primary screen, artefact control for HCV NS3 helicase inhibitor project, biochemical, FID fluorescence. inhibition, % at 7.9 µM. DNA fluorescent intercalator displacement. 290,000 compounds, 0.17% hits. AID 1845, 2009; in the data active = inhibition above about 37%;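 also: 0% = vehicle and 100% = reference compound; higher means more ethidium bromide displaced from hairpin DNA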
UBC9 SUMO inh = inhibitors of in vitro SUMOylation cascade, primary screen, biochemical, HTRF, uHTS; SUMO-conjugating enzyme UBC9 (Homo sapiens), P63279; HTRF SUMOylation assay, SAE1/SAE2 + UBC9; inhibition, % at 35 µM; 290,000 compounds, 0.36% hits; in the data active = inhibition above about 50%, passing the limit was not always enough; also: strong numbers were not always called active
Target sequence (P63279 whole entry, looked up): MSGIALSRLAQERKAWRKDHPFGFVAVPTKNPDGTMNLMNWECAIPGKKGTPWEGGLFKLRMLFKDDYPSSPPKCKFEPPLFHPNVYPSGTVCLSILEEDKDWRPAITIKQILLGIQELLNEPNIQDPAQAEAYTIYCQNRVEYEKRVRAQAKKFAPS
NALP1 yeast inh = NALP1 inflammasome inhibitors in reconstituted yeast, colorimetric, S. cerevisiae, triplicate retest; S. cerevisiae NALP1/ASC/caspase-1 growth, X-gal OD620, 72 h; inhibition, % at 10 µM; 280,000 compounds, 0.61% hits; AID 2071, 2009; in the data active = inhibition mostly above about 24%, no sharp cut-off; inactive = mostly below about 32%; also: some compounds called inactive have numbers as strong as hits
Active calls of the source: *. Outcome played no part in choosing rows (roughly 4.7% active in at least one column).

What do the screens show for `CN1/C(=C\C(=O)c2cccc([N+](=O)[O-])c2)Sc2ccccc21`?
VIM-2 inhibitor: -0.4; MEKK2 mut-MEK5: -2.0; MEKK2wt PB1 HTS: 94.0; IMP-1 inh: -3.8; HCV NS3 hel inh: 14.8; M18AAP inhibitor: 12.0; FID counter: -3.3; UBC9 SUMO inh: 21.2; NALP1 yeast inh: 9.1

Results for O=C(O)c1ccc(Nc2ccc3nonc3c2[N+](=O)[O-])cc1 ?
VIM-2 inhibitor: -0.2; MEKK2 mut-MEK5: 2.0; MEKK2wt PB1 HTS: 107.0; IMP-1 inh: -2.2; HCV NS3 hel inh: 2.1; M18AAP inhibitor: 2.1; FID counter: -2.1; UBC9 SUMO inh: 6.4; NALP1 yeast inh: -30.6

What do the screens show for `CCOC(=O)c1cnc(-c2ccccc2)nc1Oc1ccc(Cl)c(Cl)c1`?
VIM-2 inhibitor: -3.4; MEKK2 mut-MEK5: 1.0; MEKK2wt PB1 HTS: 104.0; IMP-1 inh: -1.3; HCV NS3 hel inh: -1.8; M18AAP inhibitor: 1.2; FID counter: -1.4; UBC9 SUMO inh: 14.7; NALP1 yeast inh: 3.7

Results for CCOC(=O)C1CCN(S(=O)(=O)c2cccc(-c3cn4cccc(C)c4n3)c2)CC1 ?
VIM-2 inhibitor: -1.6; MEKK2 mut-MEK5: 1.0; MEKK2wt PB1 HTS: 102.0; IMP-1 inh: -3.2; HCV NS3 hel inh: -7.2; M18AAP inhibitor: -2.3; FID counter: -23.8; UBC9 SUMO inh: 5.4; NALP1 yeast inh: 6.8

How did CCN(CC)S(=O)(=O)c1ccc2oc(SCC(=O)NCc3ccccc3)nc2c1 do in these assays?
VIM-2 inhibitor: -2.0; MEKK2 mut-MEK5: 3.0; MEKK2wt PB1 HTS: 95.0; IMP-1 inh: -1.7; HCV NS3 hel inh: -1.7; M18AAP inhibitor: 3.4; FID counter: -17.0; UBC9 SUMO inh: 11.8; NALP1 yeast inh: -0.6

Results for CC(=O)Nc1ccc2nc(NC(=O)c3ccco3)sc2c1 ?
VIM-2 inhibitor: -2.1; MEKK2 mut-MEK5: 4.0; MEKK2wt PB1 HTS: 102.0; IMP-1 inh: -2.8; HCV NS3 hel inh: -3.2; M18AAP inhibitor: 5.7; FID counter: -5.1; UBC9 SUMO inh: 15.6; NALP1 yeast inh: -0.1

How did CC(C)(C)NC(=O)COC(=O)C1c2ccccc2Oc2ccccc21 do in these assays?
VIM-2 inhibitor: -0.3; MEKK2 mut-MEK5: 0.0; MEKK2wt PB1 HTS: 106.0; IMP-1 inh: -4.5; HCV NS3 hel inh: -5.3; M18AAP inhibitor: -5.8; FID counter: -26.7; UBC9 SUMO inh: 2.9; NALP1 yeast inh: 8.9

How did CCOC(=O)c1cnn(-c2c(Cc3ccccc3)c(C)nc3c(-c4ccccc4)c(C)nn23)c1N do in these assays?
VIM-2 inhibitor: -0.8; MEKK2 mut-MEK5: 1.0; MEKK2wt PB1 HTS: 94.0; IMP-1 inh: -1.8; HCV NS3 hel inh: -1.6; M18AAP inhibitor: 4.5; FID counter: -4.8; UBC9 SUMO inh: 19.7; NALP1 yeast inh: 15.0

Results for COc1ccc(Nc2nc3ccccc3c(=O)[nH]2)cc1 ?
VIM-2 inhibitor: -1.4; MEKK2 mut-MEK5: 24.0; MEKK2wt PB1 HTS: 113.0; IMP-1 inh: -3.8; HCV NS3 hel inh: 3.7; M18AAP inhibitor: -2.4; FID counter: 0.7; UBC9 SUMO inh: 5.9

Results for Cc1ccccc1NS(=O)(=O)c1cc(C(=O)Nc2ccccc2-c2ccccc2)ccc1Cl ?
VIM-2 inhibitor: -2.7; MEKK2 mut-MEK5: -4.0; MEKK2wt PB1 HTS: 86.0; IMP-1 inh: -1.5; HCV NS3 hel inh: -14.4; M18AAP inhibitor: -0.1; FID counter: -9.9; UBC9 SUMO inh: -20.4; NALP1 yeast inh: 37.2

What do the screens show for `COc1ccc(CCNC(=O)CSCc2ccc([N+](=O)[O-])cc2)cc1`?
VIM-2 inhibitor: -3.0; MEKK2 mut-MEK5: 0.0; MEKK2wt PB1 HTS: 98.0; IMP-1 inh: -4.0; HCV NS3 hel inh: 5.1; M18AAP inhibitor: -0.1; FID counter: -7.2; UBC9 SUMO inh: -21.1; NALP1 yeast inh: 24.8

How did O=C(CN1CCOCC1)NN1CC(=O)N(c2ccc(Cl)cc2)CC1=O do in these assays?
VIM-2 inhibitor: -2.8; MEKK2 mut-MEK5: 5.0; MEKK2wt PB1 HTS: 101.0; IMP-1 inh: -3.0; HCV NS3 hel inh: -3.3; M18AAP inhibitor: 3.2; FID counter: -3.0; UBC9 SUMO inh: 12.2; NALP1 yeast inh: 15.5

How did CCNC(=O)COC(=O)c1ccc(-n2nc(C)cc2C)cc1 do in these assays?
VIM-2 inhibitor: -2.1; MEKK2 mut-MEK5: 0.0; MEKK2wt PB1 HTS: 96.0; IMP-1 inh: -2.1; HCV NS3 hel inh: -1.9; M18AAP inhibitor: 3.9; FID counter: -4.1; UBC9 SUMO inh: 9.0; NALP1 yeast inh: -16.2

Results for OCCNC(=S)NCCc1ccccc1 ?
VIM-2 inhibitor: -1.5; MEKK2 mut-MEK5: 0.0; MEKK2wt PB1 HTS: 109.0; IMP-1 inh: -3.3; HCV NS3 hel inh: 7.7; M18AAP inhibitor: 0.2; FID counter: -0.4; UBC9 SUMO inh: 3.6; NALP1 yeast inh: 7.1

How did CNC(=O)c1csc(-c2ccc(Cl)cc2)n1 do in these assays?
VIM-2 inhibitor: -0.9; MEKK2 mut-MEK5: 15.0; MEKK2wt PB1 HTS: 110.0; IMP-1 inh: -1.8; HCV NS3 hel inh: 4.9; M18AAP inhibitor: 3.2; FID counter: -3.6; UBC9 SUMO inh: 16.3; NALP1 yeast inh: 31.1

How did CC1CCN(c2nc(CN3CCCCC3)nc3scc(-c4ccccc4)c23)CC1 do in these assays?
VIM-2 inhibitor: -3.8; MEKK2 mut-MEK5: 7.0; MEKK2wt PB1 HTS: 119.0; IMP-1 inh: -2.4; HCV NS3 hel inh: -68.1; M18AAP inhibitor: 4.0; FID counter: 7.4; UBC9 SUMO inh: 8.8; NALP1 yeast inh: 50.2*

Results for Cc1ccc(/C=C2\SC(=S)N(CC3CCCO3)C2=O)o1 (stereo not drawn) ?
VIM-2 inhibitor: -3.2; MEKK2 mut-MEK5: -17.0; MEKK2wt PB1 HTS: 61.0; IMP-1 inh: 0.7; HCV NS3 hel inh: 23.3; M18AAP inhibitor: 18.1; FID counter: -12.5; UBC9 SUMO inh: -5.2; NALP1 yeast inh: -5.4

What do the screens show for `CCC(=O)N1c2ccc(S(=O)(=O)N3CCN(c4ccccc4Cl)CC3)cc2CC1C` (stereo not drawn)?
VIM-2 inhibitor: -3.4; MEKK2 mut-MEK5: -1.0; MEKK2wt PB1 HTS: 96.0; IMP-1 inh: -1.8; HCV NS3 hel inh: -14.8; M18AAP inhibitor: 0.0; FID counter: -40.5; UBC9 SUMO inh: -1.9; NALP1 yeast inh: -8.2

How did Cc1ccc(N(CC(=O)NCc2ccncc2)S(C)(=O)=O)cc1Cl do in these assays?
VIM-2 inhibitor: -4.0; MEKK2 mut-MEK5: 0.0; MEKK2wt PB1 HTS: 100.0; IMP-1 inh: -3.0; HCV NS3 hel inh: 3.6; M18AAP inhibitor: 1.4; FID counter: -0.8; UBC9 SUMO inh: 23.7; NALP1 yeast inh: 17.3

How did CSc1ccc(C(=O)C2CCCN(C(=O)CCn3cncn3)C2)cc1 (stereo not drawn) do in these assays?
VIM-2 inhibitor: 1.8; MEKK2 mut-MEK5: -2.0; MEKK2wt PB1 HTS: 96.0; IMP-1 inh: -2.3; HCV NS3 hel inh: 3.3; M18AAP inhibitor: -3.1; FID counter: -17.3; UBC9 SUMO inh: 4.4; NALP1 yeast inh: 12.1

Results for COc1ccc(COc2cccnc2N)cc1 ?
VIM-2 inhibitor: 0.6; MEKK2 mut-MEK5: -8.0; MEKK2wt PB1 HTS: 94.0; IMP-1 inh: 0.6; HCV NS3 hel inh: 27.5; M18AAP inhibitor: 15.3; FID counter: -1.0; UBC9 SUMO inh: -0.4; NALP1 yeast inh: 18.0

Results for C=CCNCCCOc1ccc(C(C)(C)c2ccccc2)cc1 ?
VIM-2 inhibitor: -4.4; MEKK2 mut-MEK5: 4.0; MEKK2wt PB1 HTS: 111.0; IMP-1 inh: -3.2; HCV NS3 hel inh: -53.2; M18AAP inhibitor: 7.0; FID counter: 12.0; UBC9 SUMO inh: -6.8; NALP1 yeast inh: 35.8

How did O=C(OCC(=O)N1CCCC1=O)c1cccc([N+](=O)[O-])c1 do in these assays?
VIM-2 inhibitor: -2.8; MEKK2 mut-MEK5: 4.0; MEKK2wt PB1 HTS: 100.0; IMP-1 inh: -2.8; HCV NS3 hel inh: 2.7; M18AAP inhibitor: -2.3; FID counter: -5.2; UBC9 SUMO inh: -4.8; NALP1 yeast inh: 7.8

How did COc1ccc(C2C(C(=O)N3CCN(c4ccccn4)CC3)CCC(=O)N2c2cc(OC)c(OC)c(OC)c2)cc1 (stereo not drawn) do in these assays?
VIM-2 inhibitor: -1.1; MEKK2 mut-MEK5: -2.0; MEKK2wt PB1 HTS: 98.0; IMP-1 inh: -3.0; HCV NS3 hel inh: -9.8; M18AAP inhibitor: 1.0; FID counter: -28.9; UBC9 SUMO inh: 11.2; NALP1 yeast inh: -12.6

How did COc1ccc(CCn2c(C)cc(C(=O)CSc3nnc(N)s3)c2C)cc1 do in these assays?
VIM-2 inhibitor: -2.9; MEKK2 mut-MEK5: -1.0; MEKK2wt PB1 HTS: 109.0; IMP-1 inh: -1.9; HCV NS3 hel inh: -4.0; M18AAP inhibitor: 5.6; FID counter: -21.5; UBC9 SUMO inh: 17.4; NALP1 yeast inh: 9.3

What do the screens show for `O=C(Nc1ccc2c(c1)OCO2)C(c1ccc(Cl)cc1)N1CCN(C(=O)c2ccco2)CC1` (stereo not drawn)?
VIM-2 inhibitor: -0.8; MEKK2 mut-MEK5: 1.0; MEKK2wt PB1 HTS: 101.0; IMP-1 inh: -4.5; HCV NS3 hel inh: -11.7; M18AAP inhibitor: -7.2; FID counter: -19.4; UBC9 SUMO inh: -18.7
